# Screening results deposited in PubChem BioAssay by Broad Institute.
# RAD52 inh – RAD52 (human) annealing inhibition; recombinant RAD52 DNA annealing, FRET fluorescence; 360,000 tested, 0.46% active; inhibition, % at 18.7 µM; P43351;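 active means every replicate showing at least 50% inhibition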
# ARNT TACC3 PPI – disrupts binding between human ARNT and TACC3; Q9Y6A5; AlphaScreen His-ARNT PAS-B/GST-TACC3 binding, luminescence; TACC3 fragment carries E629A point mutation; inhibition, % at 9.99 µM; 390,000 tested, 0.66% active; AID 623870;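 active means mean inhibition of replicates at least 50% and at least half of replicates each reaching 50%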;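 further: 0% = complete ARNT plus TACC3 wells and 100% = ARNT alone without TACC3; many hits fall short of the cut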
# PglD DTNB – blocks C. jejuni PglD acetyltransferase activity. purified PglD enzyme, DTNB colorimetric CoA detection. 360,000 tested, 0.098% active. inhibition, % at 12.5 µM; in the data active means inhibition above about 16%, passing the limit was not always enough; further: strong numbers were not always called active
# Casp6 inh – caspase-6 (human) enzyme inhibition | 350,000 tested, 0.53% active | P55212 | inhibition, % at 12.5 µM | purified caspase-6, Z-VEID-R110 cleavage fluorescence | AID 686996;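 active means mean inhibition across replicates at least about 35%, with every replicate also reaching that limit, limit read from the data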;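 further: 0% = median of neutral control wells and 100% = no fluorescence left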
# E-selectin induc – induces E-selectin expression in human endothelial cells; P16581; HUVEC E-selectin immunofluorescence imaging; normalized: neutral wells 0, TNF-alpha wells 100; activation, % at 7.58 µM; 260,000 tested, 0.37% active; AID 686992;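 active means mean E-selectin-positive cell signal at least 10% of the positive control, reached in at least 60% of replicates, without over 20% cell loss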;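 further: in these data hits start at about 27%; measured in HUVEC primary endothelial cells; signal is the percent of cells scored E-selectin positive by PE staining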
# Target sequence (P16581 whole entry, looked up): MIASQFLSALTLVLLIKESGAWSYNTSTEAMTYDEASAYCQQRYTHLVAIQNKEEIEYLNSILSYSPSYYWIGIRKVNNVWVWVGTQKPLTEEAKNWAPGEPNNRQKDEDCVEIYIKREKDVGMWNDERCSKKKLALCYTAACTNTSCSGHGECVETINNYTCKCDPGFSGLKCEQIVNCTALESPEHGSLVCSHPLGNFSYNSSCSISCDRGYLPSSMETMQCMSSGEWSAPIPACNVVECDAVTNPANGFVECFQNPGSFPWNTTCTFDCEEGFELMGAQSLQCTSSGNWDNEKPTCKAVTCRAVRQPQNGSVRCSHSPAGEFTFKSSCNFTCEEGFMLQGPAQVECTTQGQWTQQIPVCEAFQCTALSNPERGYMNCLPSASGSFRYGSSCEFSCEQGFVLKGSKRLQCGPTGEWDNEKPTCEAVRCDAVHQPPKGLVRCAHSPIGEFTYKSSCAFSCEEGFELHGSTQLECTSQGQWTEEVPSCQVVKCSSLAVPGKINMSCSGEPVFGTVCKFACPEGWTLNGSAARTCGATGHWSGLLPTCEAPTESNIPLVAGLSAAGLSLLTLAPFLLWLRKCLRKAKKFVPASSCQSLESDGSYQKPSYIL
#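 assay system = HUVEC, human umbilical vein endothelial cells | input = 3,000 HUVEC seeded per well | medium = EGM-2 growth medium on 0.1% gelatin-coated wells | dosing = one compound dose added by pin transfer | signal = immunofluorescence imaging | read-out basis = % PE-positive cells | control set = TNF-alpha, DMSO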
# ERp5 inh – inhibitors of human ERp5 | Q15084 | ERp5 insulin aggregation, absorbance 650 nm, 90 min | inhibition, % at 9.99 µM | 350,000 tested, 0.05% active | AID 651711;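 active means mean replicate inhibition above about 25%, with every replicate also reaching it, limit read from the data, passing the limit was not always enough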
# Target sequence (Q15084 whole entry, looked up): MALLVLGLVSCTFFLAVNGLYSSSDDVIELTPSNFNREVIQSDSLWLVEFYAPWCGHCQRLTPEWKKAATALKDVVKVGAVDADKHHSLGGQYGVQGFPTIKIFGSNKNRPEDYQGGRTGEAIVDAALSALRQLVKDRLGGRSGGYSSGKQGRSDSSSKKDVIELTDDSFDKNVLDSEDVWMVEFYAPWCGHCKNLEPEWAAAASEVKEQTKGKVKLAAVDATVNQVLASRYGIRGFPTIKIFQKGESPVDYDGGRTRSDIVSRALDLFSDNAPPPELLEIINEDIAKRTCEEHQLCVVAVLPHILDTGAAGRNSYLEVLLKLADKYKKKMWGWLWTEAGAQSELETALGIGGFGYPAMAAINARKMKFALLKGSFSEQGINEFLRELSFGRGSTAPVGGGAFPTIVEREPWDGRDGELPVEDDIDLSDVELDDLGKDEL
# esBAF inh – SWI/SNF esBAF complex inhibition. 350,000 tested, 2% active. reporter increase, % at 12.5 µM. mouse ES cells, Bmi1-luciferase knock-in reporter, 24 h; 100% = twice the neutral-well signal; in the data active means activation above about 40%;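 further: 0% = median of the plate's neutral control wells and 100% = double that signal; a rise in the Bmi1 reporter signal indicates esBAF inhibition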
# RAD54 branch – inhibitors of human RAD54 branch migration. 360,000 tested, 0.14% active. inhibition, % at 10.4 µM. RAD54 Holliday junction branch migration, FAM/BHQ fluorescence. Q92698. AID 602329;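 active means mean normalized replicate activity at least 40 and at least half of replicates scoring 40 or more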;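 further: 0% = median of neutral control wells and 100% = median of positive control wells; inhibitors cause a drop in the FAM fluorescence signal; in these data hits start at about 50%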
# * = called active by the depositor; . = not tested or not shown; & = joins results of further samples.
SMILES,RAD52 inh,ARNT TACC3 PPI,PglD DTNB,Casp6 inh,E-selectin induc,ERp5 inh,esBAF inh,RAD54 branch
COc1ccccc1NC(=O)c1ccc(NS(=O)(=O)c2cccc3cccnc23)cc1,-8,-4,-3,-1,-1.3,-3,.,3
CCCNC(=O)N1CC(=O)N2[C@H](C1)[C@H](c1ccc(C#CCC3CCCC3)cc1)[C@@H]2CO,-7,.,.,0,0.1,2,.,.
CC1=C(C(=O)OCCOc2ccccc2)C(c2ccc(C)o2)C2=C(CC(C)(C)CC2=O)N1 (stereo not given),.,-3,-4,.,.,.,20,4
COc1cccc(-c2nc(C(=O)NCCCN3CCOCC3)cc3c2[nH]c2ccccc23)c1,59*,0,4,-1,.,9,3,27
Clc1ccc(CSc2ccc(-c3ccccn3)nn2)cc1,-1,12,6,0,0.1,1,32,-3
CCOC(=O)N1CCN(C(=O)CSc2nnc(-c3c[nH]c4ccccc34)n2CCOC)CC1,.,-31,4,.,.,.,-3,3
CCc1cccc(C)c1NC(=O)CSc1nc(C)c(C)o1,9,-18,-5,0,-0.2,-11,.,-10
NC(=O)Cn1nnc(-c2ccc(CN3CCCCC3)cc2)n1,-8,-5,.,2,.,-1,.,.
Cc1cc(C(C)(C)C)oc1C(=O)N(CC(=O)NC1CCCC1)Cc1ccccc1,.,5,-3,.,.,.,2,2
O=C(NCCCN1CCCC1=O)c1cccc(S(=O)(=O)NCc2ccccc2)c1,-4,-4,.,-114,0.0,6,.,.
CN(C)CCCNC(=O)C[C@H]1CC[C@H](NS(=O)(=O)c2ccc(F)cc2)[C@H](CO)O1,-2,-5,1,2,0.7,1,-7,7
CC(c1ccccc1)C1CC(=O)N(c2cc(Cl)ccn2)C1=O (stereo not given),-6,0,-5,-1,.,-4,.,-2
CC(Sc1ccccc1)C(=O)N1CCN(S(=O)(=O)c2ccccc2C(F)(F)F)CC1 (stereo not given),-15,-3,-3,-15,-0.3,12,.,7
COC(=O)c1cn(C(=O)c2cc(OC)cc(OC)c2)c2ccccc12,-19,-3,1,-1,-0.1,2,-9,5
O=C(N/N=C\c1cccnc1)c1ccc(Cl)cc1Cl,.,-10,0,.,.,.,9,-2
CCCNC(=O)Nc1ccc2c(c1)C(=O)N(C)C[C@@H](OC)[C@H](C)CN(C(=O)C1CCOCC1)[C@@H](C)CO2,1,-16,10,0,-0.1,-2,-8,-4
CC(=O)Nc1ccc(Nc2ncnc(N)c2[N+](=O)[O-])cc1,-8,0,.,0,2.1,0,.,.
Cc1ccc(S(=O)(=O)N2C[C@@H](O)COC[C@@H]3O[C@@H](CC(=O)NCc4ccc(Cl)c(Cl)c4)CC[C@H]32)cc1,-38,8,-1,0,0.0,-1,2,-2
Cc1cccc(CCNC(=O)C2CCN(S(=O)(=O)c3c(C)nn(C)c3C)CC2)c1,.,4,0,.,.,.,-1,2
CN(C)CCC1Sc2ccccc2Oc2ccccc21 (stereo not given),.,13,2,.,.,.,-8,15
O=C(O)c1cnc(-c2ccccc2)nc1Sc1ccccc1,.,1,2,.,.,.,-8,5
O=C(c1ccccc1)N1CC2(C1)[C@H](c1ccccc1)[C@H](CO)N2Cc1ccccn1,-8,.,.,0,0.0,0,.,.
CCCC#Cc1cnc2c(c1)C(=O)N([C@@H](C)CO)C[C@@H](C)[C@H](CN(C)C(=O)c1cnccn1)O2,10,11,2,7,-0.2,0,6,2
Cc1ccccc1CC(=O)NCCN1CCOCC1,-21,6,-1,2,.,-1,-1,2
C[C@@H]1CN([C@@H](C)CO)C(=O)c2cccc(NC(=O)Nc3ccccc3)c2O[C@H]1CN(C)Cc1ccc2c(c1)OCO2,3,1,5,0,2.6,-1,7,6
Cn1cc(CNC(=O)C2CCCCC2)cn1,-1,0,-2,1,.,0,-10,10
CC1(C(=O)Nc2cccc3ccccc23)CCN1C(=O)C1(c2ccccc2)CCCC1 (stereo not given),-12,.,2,-1,-0.2,6,1,-11
CCOC(=O)c1nn(-c2ccc3ccccc3c2)cc1O,-13,1,-1,3,0.0,-4,51*,7
C[C@@H]1CCCCO[C@H](CN(C)C(=O)Nc2ccccc2)[C@H](C)CN([C@@H](C)CO)C(=O)c2cc(NC(=O)c3ccccc3)ccc2O1,-189,-5,0,0,.,-2,2,-9
CCOc1cc(C(=O)NCC(C)CN(C)C)cc(OCC)c1OCC (stereo not given),.,0,-2,.,.,.,-1,-6

# A second format for part of the listing above:
# Every second line gives: RAD52 inh | ARNT TACC3 PPI | PglD DTNB | Casp6 inh | E-selectin induc | ERp5 inh | esBAF inh | RAD54 branch
- COC(=O)c1cn(C(=O)c2cc(OC)cc(OC)c2)c2ccccc12
  -19 | -3 | 1 | -1 | -0.1 | 2 | -9 | 5
- O=C(N/N=C\c1cccnc1)c1ccc(Cl)cc1Cl
  . | -10 | 0 | . | . | . | 9 | -2
- CCCNC(=O)Nc1ccc2c(c1)C(=O)N(C)C[C@@H](OC)[C@H](C)CN(C(=O)C1CCOCC1)[C@@H](C)CO2
  1 | -16 | 10 | 0 | -0.1 | -2 | -8 | -4
- CC(=O)Nc1ccc(Nc2ncnc(N)c2[N+](=O)[O-])cc1
  -8 | 0 | . | 0 | 2.1 | 0 | . | .
- Cc1ccc(S(=O)(=O)N2C[C@@H](O)COC[C@@H]3O[C@@H](CC(=O)NCc4ccc(Cl)c(Cl)c4)CC[C@H]32)cc1
  -38 | 8 | -1 | 0 | 0.0 | -1 | 2 | -2
- Cc1cccc(CCNC(=O)C2CCN(S(=O)(=O)c3c(C)nn(C)c3C)CC2)c1
  . | 4 | 0 | . | . | . | -1 | 2
- CN(C)CCC1Sc2ccccc2Oc2ccccc21 (stereo not given)
  . | 13 | 2 | . | . | . | -8 | 15
- O=C(O)c1cnc(-c2ccccc2)nc1Sc1ccccc1
  . | 1 | 2 | . | . | . | -8 | 5
- O=C(c1ccccc1)N1CC2(C1)[C@H](c1ccccc1)[C@H](CO)N2Cc1ccccn1
  -8 | . | . | 0 | 0.0 | 0 | . | .
- CCCC#Cc1cnc2c(c1)C(=O)N([C@@H](C)CO)C[C@@H](C)[C@H](CN(C)C(=O)c1cnccn1)O2
  10 | 11 | 2 | 7 | -0.2 | 0 | 6 | 2
- Cc1ccccc1CC(=O)NCCN1CCOCC1
  -21 | 6 | -1 | 2 | . | -1 | -1 | 2
- C[C@@H]1CN([C@@H](C)CO)C(=O)c2cccc(NC(=O)Nc3ccccc3)c2O[C@H]1CN(C)Cc1ccc2c(c1)OCO2
  3 | 1 | 5 | 0 | 2.6 | -1 | 7 | 6
- Cn1cc(CNC(=O)C2CCCCC2)cn1
  -1 | 0 | -2 | 1 | . | 0 | -10 | 10
- CC1(C(=O)Nc2cccc3ccccc23)CCN1C(=O)C1(c2ccccc2)CCCC1 (stereo not given)
  -12 | . | 2 | -1 | -0.2 | 6 | 1 | -11

# The list goes on.
SMILES,RAD52 inh,ARNT TACC3 PPI,PglD DTNB,Casp6 inh,E-selectin induc,ERp5 inh,esBAF inh,RAD54 branch
COc1ccc(Cl)cc1-n1c(=S)sc2c(=O)[nH]c(SCC(=O)C(C)(C)C)nc21,-11,1,-1,7,-0.1,3,-4,-5
CCOC(=O)CC1C(=O)NC2CCCCC2N1C(=O)Nc1ccc(Cl)cc1 (stereo not given),.,0,2,.,.,.,-3,-14
CC(C)CNC(=O)CSc1nnc(-c2cccc(S(=O)(=O)N3CCCCC3)c2)o1,.,0,-3,.,.,.,-7,0
CCN(C(=O)COC(=O)c1cc([N+](=O)[O-])ccc1N1CCOCC1)C1CCCCC1,-7,9,-11,8,.,-2,-4,18
CN(C)S(=O)(=O)n1cnc([C@@H]2[C@@H]3C(=O)OC[C@@H]3C[C@]23N=CN(Cc2ccccc2)C3=O)c1,-11,2,1,1,0.0,7,0,7
Cc1cccc(CCNC(=O)COc2cc(=O)n(C)c3ccccc23)c1,-14,12,.,1,.,1,.,.
CN(C)c1ccc(C=C2SC(=S)NC2=O)cc1,-30,-7,1,-1,-0.1,3,54*,11
Cc1ccc(S(=O)(=O)N(C)C[C@H]2OCCCC[C@@H](C)Oc3ccc(NC(=O)Cc4ccccc4)cc3C(=O)N([C@H](C)CO)C[C@@H]2C)cc1,-47&-3,8,-2&1,0&-1,-0.1,0&3,4&2,5&-8
CN(C)C(=O)C[C@H]1CC[C@H]2[C@H](COc3ccc(NC(=O)C4CC4)cc3C(=O)N2C)O1,.,.,-3,.,0.0,.,2,1
C[C@H](CO)N1C[C@H](C)[C@@H](CN(C)C(=O)Nc2ccccc2)Oc2ccc(NC(=O)C3CC3)cc2CC1=O,2,0,3,4,-8.5,4,-4,-13
CCN(c1nc(C)cc(OC)n1)S(=O)(=O)c1ccccc1,.,-2,-4,.,.,.,5,-3
COC(=O)c1ccc(NC(=O)CCc2nnc3ccc(N4CCC5(CC4)OCCO5)nn23)cc1,-15,-1,5,-1,.,0,1,-2
COc1ccc(C(C(=O)NC2CCCC2)N(Cc2ccccc2)C(=O)c2snc(C(N)=O)c2N)cc1OC (stereo not given),-2,-9,-1,2,0.0,-9,0,-13
Cc1ccc(C(=O)N/N=C\c2ccc(OC(=O)c3cccc(F)c3)cc2)cn1,-5,-4,3,47*,0.0,0,5,3
CCOC(=O)N1CCC(N(CCN(C)C)C(=S)Nc2ccc(Oc3ccccc3)cc2)CC1,4,0,0,-17,0.1,4,12,.
CC(Sc1ccc(S(=O)(=O)N2CCOCC2)cn1)C(=O)Nc1ccc(Cl)cc1Cl (stereo not given),-13,-10,7,-5,.,-6,-11,-12
CNC[C@@H]1Oc2cc(C#CCC(C)C)ccc2S(=O)(=O)N([C@@H](C)CO)C[C@H]1C,-42,-2,0,-2,0.0,-3,2,2
O=C(NCc1cccnc1)C1CC(c2ccccc2O)=NO1 (stereo not given),-3,-7,7,-1,0.1,3,-7,-3
CCOC(=O)N(C)c1c(CC)nc2c(OCc3ccc(C(F)(F)F)cc3)cccn12,-2,.,-2,5,-0.1,-6,2,6
COc1ccc(CCNc2ccc(N3C(=O)CC(C)C3=O)cc2[N+](=O)[O-])cc1 (stereo not given),-13,3,.,-2,0.9,-2,.,.
Cc1ccc(S(=O)(=O)NNC(=O)c2ccc(NC(=O)C3CC3)cc2)cc1,-12,-3,-3,-3,.,3,4,-9
COc1cc2c(cc1OC)CN(C(=O)c1oc3ccccc3c1C)CC2,-7,9,.,-1,-0.2,-3,-6,.
CCCCCCOc1ccc(N2C(=O)CC(N(CCc3ccc(S(N)(=O)=O)cc3)C(C)=O)C2=O)cc1 (stereo not given),-5,-8,.,3,.,7,.,.
CC1CCc2nn(CC(=O)NCCCN3CCOCC3)cc2C1 (stereo not given),-7,-18,2,-2,-0.3,1,0,-2
COc1ccccc1C(CNC(=O)c1cccc(S(=O)(=O)NCc2ccccc2)c1)N(C)C (stereo not given),3,2,3,-105,.,2,-9,6
Cc1sc2ncnc(-n3cnc4ccccc43)c2c1C,-24,8,2,-2,.,5,-6,-3

# A different layout for some results above.
compound | RAD52 inh | ARNT TACC3 PPI | PglD DTNB | Casp6 inh | E-selectin induc | ERp5 inh | esBAF inh | RAD54 branch
CCOC(=O)N(C)c1c(CC)nc2c(OCc3ccc(C(F)(F)F)cc3)cccn12 | -2 | . | -2 | 5 | -0.1 | -6 | 2 | 6
COc1ccc(CCNc2ccc(N3C(=O)CC(C)C3=O)cc2[N+](=O)[O-])cc1 (stereo not given) | -13 | 3 | . | -2 | 0.9 | -2 | . | .
